From PubChem
PGC1a acetyl inh: inhibitors of PGC1a acetylation signal, primary screen, cell-based, U2OS, AlphaScreen, inhibitor mode; AlphaScreen anti-acetyl-lysine; with virally co-expressed GCN5 acetyltransferase; inhibition, % at 15.6 µM; 350,000 compounds, 0.17% hits;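 active = every replicate shows inhibition of at least 40%; inconclusive = mean inhibition at least 40% but some replicate below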;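 also: 0% = neutral control wells and 100% = positive control wells; some results beyond the cut were filed as inactive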
C2C12 statin: suppressors of statin myotoxicity in C2C12 myotubes, primary screen, cell-based, single point, plate reader. C2C12 myotubes + simvastatin, ATP luminescence, 48 h; scaled: DMSO 0, geranylgeraniol control 100. rescue of ATP level, % at 7.49 µM. 330,000 compounds, 0.78% hits. AID 602340, 2012;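 active = mean ATP rescue above about 67%, or every replicate alone reaching that limit, limit read from the data, passing the limit was not always enough; inconclusive = no clear call, values can overlap the other calls; inactive = mean under the limit and some replicate under it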;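 also: myotubes were challenged with 10 µM simvastatin during compound exposure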
S100A4 inh HTS: inhibitors of S100A4-myosin IIA peptide binding, primary screen, biochemical, fluorescence polarization, TAMRA-MyoIIA peptide. Protein S100-A4 (Homo sapiens), P26447. inhibition, % at 10.7 µM. 360,000 compounds, 0.14% hits;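 active = mean inhibition of at least 70% across replicates, with every replicate also reaching that level; inconclusive = mean inhibition reaches 70% but some replicates fall short; inactive = mean inhibition below 70%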
Target sequence (P26447 whole entry, looked up): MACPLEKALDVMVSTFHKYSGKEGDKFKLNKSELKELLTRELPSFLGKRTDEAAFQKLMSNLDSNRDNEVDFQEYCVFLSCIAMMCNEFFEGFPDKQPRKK
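incubation = readout 5 min after mixing, signal stable up to 60 min | system = S100A4 monomer protein | buffer or medium = HEPES pH 7.2 with CaCl2, KCl, NaCl, DTT, Triton | benchmarks = neutral control DMSO, positive control TFP | also added = fluorescent myosin IIA peptide, 5 nM | compound dosing = one concentration per compound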
SIRT5 inh: SIRT5 desuccinylase inhibitors, primary screen, biochemical, fluorescence imaging, single point, set 5; NAD-dependent protein deacylase sirtuin-5, mitochondrial (Homo sapiens), Q9NXA8; Purified SirT5, succinyl-peptide AMC, trypsin-coupled fluorescence; inhibition, % at 15 µM; 330,000 compounds, 1.1% hits; AID 652115, 2013; in the data active = inhibition above about 15%; inconclusive = no clear call, values can overlap the other calls
Target sequence (Q9NXA8 whole entry, looked up): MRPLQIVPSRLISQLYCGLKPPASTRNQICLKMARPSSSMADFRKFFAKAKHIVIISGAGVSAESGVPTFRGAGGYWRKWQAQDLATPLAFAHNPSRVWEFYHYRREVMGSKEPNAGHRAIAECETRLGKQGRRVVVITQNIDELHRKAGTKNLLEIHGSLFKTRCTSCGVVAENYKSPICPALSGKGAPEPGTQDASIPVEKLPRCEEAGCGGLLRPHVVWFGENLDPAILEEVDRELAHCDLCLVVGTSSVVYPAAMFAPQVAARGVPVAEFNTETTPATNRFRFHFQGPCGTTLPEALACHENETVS
ERAP1 HTS inh: human ERAP1 aminopeptidase inhibitors, primary screen, biochemical, single point, plate reader | inhibition, % at 10.7 µM | 340,000 compounds, 0.15% hits | recombinant ERAP1, Leu-AMC fluorescence, 60 min | Endoplasmic reticulum aminopeptidase 1 (Homo sapiens), Q9NZ08;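 active = mean replicate inhibition of at least 30%, or all replicates individually reaching that 30% level; inactive = mean below 30% and not every replicate reaching it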;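 also: 0% = neutral control wells and 100% = L-leucinethiol positive control wells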
XiGFP reactiv: activators of inactive X chromosome reactivation, primary screen, imaging, XiGFP fibroblasts, GFP high-content imaging, set 2. activation, % at 7.58 µM. 360,000 compounds, 0.055% hits. XiGFP mouse fibroblasts, % GFP-positive cells imaging, 3 d; cells co-treated with 5-aza-dC sensitizer; scaled so ellipticine positive control = 100%;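 active = mean normalized replicate activation at least 10% and every replicate at or above 10%; inconclusive = only one of the two criteria met; inactive = mean below 10% and not all replicates reach 10%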;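 also: 0% = median of on-plate neutral control wells and 100% = ellipticine 6 µM median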
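assay system = SV40-immortalized XiGFP fibroblast cells, line 68-5-11 | buffer or medium = DMEM plus 5-aza-dC sensitizer | doses = single-point pinned compound dosing | times = 3-day compound exposure, then 15 min fixation at room temperature | benchmarks = positive control ellipticine, 6 µM final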
LGR2 inh: inhibitors of bursicon-induced LGR2 CRE-luciferase signal, primary screen, cell-based, HEK293, CRE-luciferase reporter, bursicon stimulation | bursicon-stimulated, 4 h | inhibition, % at 9.99 µM | 380,000 compounds, 0.35% hits | AID 720647, 2013;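 active = drop in luminescence signal, shown as inhibition above about 50% in the replicate tests, limit read from the data, passing the limit was not always enough; inconclusive = probably only some replicates passing the limit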;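 also: agonist challenge used bursicon conditioned medium at about half maximal strength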
Cneo AK release: Cryptococcus neoformans cell lysis inducers, primary screen, AK release luminescence, single concentration; lysis activity, % at 15 µM; AID 651654, 2012; 360,000 compounds, 0.2% hits; C. neoformans lysis, adenylate kinase release luminescence, 4 h; normalised: neutral wells 0, clomiphene wells 100;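 active = mean lysis activity across replicates of at least 80%, whatever share of replicates individually reach that level; inactive = mean lysis activity below 80%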
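Material: C. neoformans cells | Amount: Yeast cell density of 5 × 10^6 cells/mL | Medium: Fresh YPD growth medium | Dosing: Single dose | Times: Static 4 h at 37 °C with compound, 1 h detection | Detection: AK luminescence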
* marks the source's active call; other numbers are inactive results; u = inconclusive; x = not tested or not shown. An excerpt (hit frequency here may not be typical).

SMILES	PGC1a acetyl inh	C2C12 statin	S100A4 inh HTS	SIRT5 inh	ERAP1 HTS inh	XiGFP reactiv	LGR2 inh	Cneo AK release
COc1cccc(CN(C)C(=O)CCC(=O)c2cc(Br)ccc2OC)c1	-4	6	3	-2	1	0.2	-11	-1
CC(C)(C)c1ccc(-c2ccc3c(c2)S(=O)(=O)c2ccccc2C3=O)cc1	15	-9	x	x	x	0.0	1	0
CSCCC(NC(=O)c1ccccc1C)C(=O)O (configuration not stated)	-4	3	-3	1	1	0.0	-16	1
CN(CC(=O)Nc1cccc(F)c1)C(=O)c1cc([N+](=O)[O-])ccc1N1CCCCC1	1	11	-2	-4	4	-0.1	4	3
CN(C)CCC1c2ccc(Cl)cc2CCc2cccnc21 (configuration not stated) (tested in a mixture with another compound)	x	1	-11	-1	2	0.0	2	-2
CCOc1ccc(/C=c2\sc3nc(-c4ccco4)nn3c2=O)cc1OCC	7	-9	x	x	x	x	7	0
CCN(CC)S(=O)(=O)c1cc(NS(=O)(=O)c2c(Cl)cccc2Cl)ccc1C	x	x	1	-2	-1	0.0	32	x
COc1cc(C(=O)N2CCN(Cc3ccc4c(c3)OCO4)CC2)c([N+](=O)[O-])cc1OC	7	-8	-4	6	-3	0.1	3	-2
CC1(C(=O)Nc2ccc3c(c2)OCO3)CCN1C(=O)CCc1ccc(Cl)cc1Cl (configuration not stated)	x	5	13	x	-3	0.1	-15	-2
CO[C@H](CN(C)Cc1cc(F)ccc1F)[C@@H](C)CN([C@H](C)CO)S(=O)(=O)c1ccc(F)cc1	-14	-2	2	-2	-6	0.3	2	0
C=CCNc1ncnc2c1ncn2[C@H]1CN(Cc2ccc(-c3ccccc3)cc2)C[C@@H](CO)O1	x	13	-9	-2	-1	0.6	-6	1
Cc1cc2c3ccccc3ncn2n1	x	x	1	-8	2	0.2	-22	x
Cc1cc(F)ccc1C(O)c1ncc(-c2ccc(Cl)cc2)[nH]1 (configuration not stated)	-26	-15	16	-2	1	0.2	2	0
C[C@H](CO)N1C[C@H](C)[C@H](CN(C)Cc2ccc(-c3ccccc3)cc2)Oc2ccc(NS(=O)(=O)c3ccc(F)cc3)cc2C1=O	-9	-16	-4	15	1	0.0	5	-5
Cc1cc(C)nc(SCC(=O)c2ccc(F)cc2)n1	x	-4	-3	0	-1	0.0	-21	-1
CNc1nc(-c2ccc3c(c2)CCN3C(=O)CC(C)(C)C)c(C)s1	1	x	-3	1	17	0.6	-28	x
CO[C@H]1CN(C)C(=O)c2cc(NS(=O)(=O)c3cn(C)cn3)ccc2OC[C@@H](C)N(CC2CC2)C[C@H]1C	-7	1	0	-1	2	0.1	-22	-1
O=S(=O)(Nc1ccc(N2CCOCC2)cc1)c1ccc(F)cc1	-1	x	2	-4	2	-0.2	11	x
CC(=O)Nc1sc(C)c(C)c1C(=O)OCC(=O)NCc1ccc(Cl)cc1	-4	-12	-21	-4	1	0.2	-3	-1
CCC(=O)N1CC2(C1)[C@H](c1ccc(-c3ccc(F)cc3)cc1)[C@H](CO)N2C(C)=O	3	x	5	0	0	0.0	13	x
CC1OC(Oc2ccc3ccc(=O)oc3c2-c2c(O)ccc3cc(Oc4ccc5ccc(=O)oc5c4)c(=O)oc23)C(O)C(O)C1O (configuration not stated)	3	2	0	x	4	0.0	-21	1
CCCCn1c(N)c(N(CC)C(=O)CSCC(=O)Nc2ccc(OC)cc2)c(=O)[nH]c1=O	1	2	-3	-9	-2	-0.1	1	5
CCC(CO)Oc1cc(NCc2ccccc2C(F)(F)F)c2ncn(C(C)C)c2c1 (configuration not stated)	-1	x	-7	x	4	0.0	1	-2
Cc1ccc(CS(=O)(=O)Cc2ccc(C(=O)NCc3cccs3)o2)cc1	1	x	3	2	-4	-0.1	7	0
CCOCCCNCc1ccc(Cl)cc1	0	-1	x	x	x	0.2	-8	-1

Next part.
SMILES	PGC1a acetyl inh	C2C12 statin	S100A4 inh HTS	SIRT5 inh	ERAP1 HTS inh	XiGFP reactiv	LGR2 inh	Cneo AK release
C[C@H]1CN(C2CCCCC2)C(=O)[C@@H]1CC(=O)Nc1ccccc1	x	-5	-6	-5	1	0.4	8	1
Cc1nn(CC(=O)OCC(=O)NC(C)c2ccccc2)c(C)c1[N+](=O)[O-] (configuration not stated)	x	x	-5	-3	-6	0.1	2	x
CC(=O)c1cccc(OCC(=O)NC2CCCCCC2)c1	-3	-5	13	7	-4	0.2	-3	-1
NS(=O)(=O)c1cc(C(=O)OCC(=O)Nc2ccc(N3CCCCC3)cc2)ccc1Cl	-1	0	-21	1	-3	0.0	2	-2
CC(C)N1CCN(S(=O)(=O)c2ccccc2)CC1	3	-1	-5	-1	-2	0.0	-13	2
O=C(NNC(=O)c1cccc(C(F)(F)F)c1)c1ccncc1	4	-11	-1	0	1	0.0	19	-1
O=C(Nc1ccccc1C(=O)O)/C(=C/c1ccc([N+](=O)[O-])cc1)NC(=O)c1ccc(Br)o1	x	x	4	7	2	0.1	23	x
COC(=O)COc1ccc(/C=N/NC(=O)CN(c2ccccc2OC)S(=O)(=O)c2ccccc2)cc1	x	1	1	-3	-1	0.0	8	-16
CC(=O)Nc1ccc(S(=O)(=O)NCCC(=O)OCc2ccccc2F)cc1	10	2	2	-2	-2	0.4	-14	7
CCCCc1c(-c2ccc(OC)cc2)ncn1CCc1ccccc1OC	x	x	-21	5	3	0.0	36	x
COc1ccc(CCN2C(=NC(=O)CC(C)C)SC3CS(=O)(=O)CC32)cc1OC (configuration not stated)	3	x	-5	0	1	0.0	x	x
CC(=O)c1ccc(OC(=O)C2CSC3(C)CCC(=O)N23)cc1 (configuration not stated)	2	5	-5	-1	1	0.1	-4	1
CC1CC(C)CN(CCCNC(=O)Cn2ncc3c([nH]c4ccccc43)c2=O)C1 (configuration not stated)	-8	-4	3	-2	5	0.1	10	-6
Cc1cc(C(=O)Nc2cccc3c2O[C@@H](CN(C)C(=O)Nc2ccc(C(F)(F)F)cc2)[C@H](C)CN([C@H](C)CO)C3=O)n(C)n1	-7	23	-1	-7	-1	0.5	-6	-7
COc1ccc(C(=O)/C=C/Sc2nc3ccccc3o2)cc1	-21	x	-2	1	1	0.9	0	-4
CC(=O)c1cccc(NC(=O)CSc2nnc(C(C)N(C)C)n2Cc2ccccc2)c1 (configuration not stated)	3	15	-4	1	-1	0.1	-8	2
Cc1noc(C)c1NC(=O)Nc1ccc2c(c1)C(=O)N([C@H](C)CO)C[C@H](C)[C@@H](CN(C)Cc1ccncc1)O2	5	0	5	-3	1	0.3	11	1
O=C(N/N=C/c1ccc(OC(=O)c2cccc(F)c2)cc1)c1cccnc1	x	12	5	2	1	0.3	-5	0
O=C(CC(c1ccccc1)c1cc(Br)ccc1O)N1CCCC1 (configuration not stated)	-15	x	-4	0	x	0.1	-9	x
COc1ccc(/C=C2\SC(=S)N(CC(=O)N3CCN(C)CC3)C2=O)cc1	4	x	-5	0	2	0.3	0	-1
CCOC(=O)N1CCN(C(c2ccnc3ccccc23)c2nnnn2-c2c(C)cccc2C)CC1 (configuration not stated)	x	x	2	0	6	0.1	17	x
CCCNC(=O)C[C@@H]1CC[C@H]2[C@H](COc3ccc(NC(=O)C4CCOCC4)cc3C(=O)N2C)O1	4	5	8	-1	-3	0.3	9	-1
NCCc1nnc(SCc2ccccc2Cl)o1	27	x	-2	-1	-1	0.4	5	0
CC(C)N(C(=O)CSc1nc(Cc2ccccc2)nc2ccccc12)C(C)C	x	-45	-2	-3	-5	0.0	23	-2
CC1CC(C)CN(C(=O)C(NS(=O)(=O)c2ccc(Br)s2)c2ccccc2)C1 (configuration not stated)	-31	x	x	x	x	-0.1	4	2

4 of the entries above in order of the ERAP1 HTS inh value, ascending.
| structure | PGC1a acetyl inh | S100A4 inh HTS | SIRT5 inh | ERAP1 HTS inh | LGR2 inh |
| --- | --- | --- | --- | --- | --- |
| Cc1nn(CC(=O)OCC(=O)NC(C)c2ccccc2)c(C)c1[N+](=O)[O-] (configuration not stated) | x | -5 | -3 | -6 | 2 |
| CC(C)N(C(=O)CSc1nc(Cc2ccccc2)nc2ccccc12)C(C)C | x | -2 | -3 | -5 | 23 |
| CC(=O)Nc1ccc(S(=O)(=O)NCCC(=O)OCc2ccccc2F)cc1 | 10 | 2 | -2 | -2 | -14 |
| COc1ccc(C(=O)/C=C/Sc2nc3ccccc3o2)cc1 | -21 | -2 | 1 | 1 | 0 |

Next section.
SMILES	PGC1a acetyl inh	C2C12 statin	S100A4 inh HTS	SIRT5 inh	ERAP1 HTS inh	XiGFP reactiv	LGR2 inh	Cneo AK release
O=C(CSc1c(Cl)cccc1Cl)NC1CCCc2ccccc21 (configuration not stated)	u	x	-2	-2	-1	0.2	-10	-1
C[C@H](CO)N1C[C@H](C)[C@@H](CN(C)S(=O)(=O)c2ccc(Cl)cc2)Oc2c(cccc2N(C)C)C1=O	-3	5	-5	-16	0	-0.2	8	-3
CC(C)OC(=O)n1c(=S)oc2ccccc21	19	1	0	x	0	x	13	1
CN1C(=O)c2cc(NC(=O)c3ccc(C(F)(F)F)cc3)ccc2OC[C@@H]2O[C@@H](CC(=O)O)CC[C@H]21	2	-3	4	-3	1	0.2	-6	-14
O=C(NCc1ccccc1)c1ccc(NC(=O)C2CCCC2)cc1	-10	3	1	-1	0	0.5	-1	0
COc1cc2[nH]c(C(=O)N3CCc4ccccc4C3)cc2c(OC)c1OC	13	-7	0	-2	1	0.0	-8	0
Cc1ccccc1S(=O)(=O)N1C[C@@H](O)COC[C@H]2O[C@H](CC(=O)NCCc3ccccc3)CC[C@@H]21	0	-2	6	-2	-1	0.3	-9	-1
N#Cc1cccnc1Oc1ccccc1	4	3	0	0	x	0.0	-19	-2
COc1ccc(C(=O)N2CCN(c3ccc(C)cc3)CC2)cc1OC	7	-2	0	x	x	0.2	-7	0
CC1C=NC(S(=O)(=O)N2CC[C@@H]3[C@@H](CO)N(C)c4ccc(-c5ccccc5F)cc4[C@@H]32)=N1 (some centres not stated)	10	1	-5	-2	1	0.0	6	27
C[C@H]1CN([C@@H](C)CO)C(=O)Cc2cc(NC(=O)Nc3ccccc3)ccc2O[C@H]1CN(C)C(=O)Nc1ccc2c(c1)OCO2	-16	2	-4	6	1	0.1	-1	102*
CNC[C@@H]1Oc2ncc(C#Cc3ccc(F)cc3)cc2C(=O)N([C@H](C)CO)C[C@@H]1C	-5	-2	-18	-4	4	0.2	-24	-3
